# Assay outcomes as filed in PubChem.
# IL-2 act – activates IL-2 in a cell-based reporter assay | activation, % (series mostly up to about 46 µM) | actives 0.065% (n = 360,000) | AID 652025 | IL-2 activation reporter assay, cell-based qHTS; stimulated with anti-CD3/CD4/CD28 beads; in transgenic mouse T cells; in the data active = activation above about 50%; inconclusive = mostly about 30% to 49%; also: 0% is about no effect
#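 First, unstimulated transgenic mouse T cells were exposed to compound for 60 min. Next, anti-CD3/anti-CD4-coated beads with anti-CD28 were added. Finally, after 18 h at 37 degrees C, EGFP and DsRed were imaged.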
# D3 ag – agonists of human D3 dopamine receptor | D3R DiscoveRx beta-arrestin cells, luminescence, 90 min | max activation, % | actives 0.58% (n = 410,000) | AID 652048; in the data active = max activation above about 30%; also: 0% is about no effect; mostly tested at two doses, the higher about 12 µM
# Target sequence (P35462 whole entry, looked up): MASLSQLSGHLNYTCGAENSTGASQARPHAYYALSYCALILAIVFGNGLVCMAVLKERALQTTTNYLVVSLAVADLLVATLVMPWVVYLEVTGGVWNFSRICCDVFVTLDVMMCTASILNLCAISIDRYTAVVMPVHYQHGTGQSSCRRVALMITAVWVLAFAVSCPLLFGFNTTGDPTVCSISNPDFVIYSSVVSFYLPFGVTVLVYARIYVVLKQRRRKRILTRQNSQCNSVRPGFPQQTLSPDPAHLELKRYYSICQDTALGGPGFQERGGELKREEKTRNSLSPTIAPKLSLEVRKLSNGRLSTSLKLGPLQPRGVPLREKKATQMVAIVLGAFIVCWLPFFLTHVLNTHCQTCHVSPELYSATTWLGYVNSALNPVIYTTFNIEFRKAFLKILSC
#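 Agonist-mode cell screen: cells plated at 1500/well and incubated overnight at 37 °C, then exposed to library compounds for 90 min at 37 °C. Detection reagent was added for 30–60 min at room temperature, and luminescence was read.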
# GLP1R inv ag – inverse agonists of human GLP-1 receptor | P43220 | HEK293 GLP-1R CRE-luciferase, luminescence, 24 h; GLP-1R form is constitutively active | Potency, µM (series often up to 38.3 µM), without a hit: at the highest dose activity change, negative = inhibition, hits mostly inhibitors | actives 1.6% (n = 410,000) | AID 624417; also: potency is read from the fitted curve at half-maximal effect; % is scaled to controls: 0 for no effect and ±100 for the full control effect; nearly all actives have a fitted effect of over 55% in size
#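 HEK293 cells stably co-expressing constitutively active GLP-1R and a cAMP-responsive luciferase reporter were seeded in DMEM with 10% Nu serum, given compounds after 12 h, and incubated 24 h at 37 deg C. Luminescence was then read.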
# PI5P4K alpha inh – blocks human PI5P4K alpha kinase activity; P48426; PI5P4Kalpha enzyme, ADP-Glo luminescence, 60 min; stronger effect = lower value; max response, %; actives 1.2% (n = 330,000); AID 652105; active = max response of -50% or lower; inconclusive = between -30% and -50%; inactive = -30% or higher; also: value at the top dose of about 77 µM; % is scaled to controls: 0 for no effect and ±100 for the full control effect
# Target sequence (P48426 whole entry, looked up): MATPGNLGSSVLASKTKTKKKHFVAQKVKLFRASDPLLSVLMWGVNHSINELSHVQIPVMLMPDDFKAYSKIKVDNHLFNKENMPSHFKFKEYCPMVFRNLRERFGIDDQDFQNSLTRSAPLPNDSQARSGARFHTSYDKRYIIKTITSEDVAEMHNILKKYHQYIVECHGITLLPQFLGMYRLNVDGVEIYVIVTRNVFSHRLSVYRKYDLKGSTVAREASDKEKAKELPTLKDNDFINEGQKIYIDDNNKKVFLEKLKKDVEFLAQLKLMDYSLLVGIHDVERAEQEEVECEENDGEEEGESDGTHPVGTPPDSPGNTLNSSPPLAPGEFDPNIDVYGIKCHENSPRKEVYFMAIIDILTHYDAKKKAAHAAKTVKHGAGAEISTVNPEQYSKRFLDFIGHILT
#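 Controls without substrate or without enzyme flank wells where PI5P4Kalpha converts substrate using 5 microM ATP (final). Incubation lasts 60 minutes at room temperature; ADP formed is read by ADP-Glo luminescence.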
# D3 antag – blocks the human D3 dopamine receptor; P35462; D3R cells, DiscoveRx beta-arrestin luminescence, antagonist mode; stronger effect = lower value; max response, negative = inhibition, %; actives 2.5% (n = 360,000); AID 652054; in the data active = max response below about -50%; inconclusive = no clear call, values can overlap the other calls; also: % is scaled to controls: 0 for no effect and ±100 for the full control effect; mostly tested at two doses, the higher about 12 µM
#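 Cells plated overnight at 1500 cells/well, then exposed to library compounds with dopamine controls for 90 minutes at 37 degrees C. DiscoveRx reagent added for 30–60 minutes at room temperature; luminescence read, quantitative HTS format.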
# GLP1R ag – agonists of human GLP-1 receptor | P43220 | HEK293 GLP-1R CRE-luciferase, luminescence, 4-6 h; cells express a hypersensitive GLP-1R form | Potency, µM (series often up to 45.6 µM), inactives show at the highest dose activation, usual class: activators | actives 0.007% (n = 380,000); also: potency is read from the fitted curve at half-maximal effect; % of control where 0% means no effect
# HEK293 tox – cytotoxicity counter-screen for GLP-1 receptor inverse agonists; actives 0.13% (n = 410,000); Potency, µM (series often up to 38.3 µM), inactives show at the top dose activity change, negative = inhibition, hits mostly inhibitors; HEK293 cAMP-luciferase reporter cells, luminescence, 24 h; AID 624418;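 also: loss of luciferase light is scored as toxicity; potency is read from the fitted curve at half-maximal effect; % is scaled to controls: 0 for no effect and ±100 for the full control effect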
#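 Compound-treated cells are incubated 24 hr at 37 deg C under 5% CO2 after a 12 hour attachment period, then luciferase detection reagent is added and luminescence is measured following 12 min at room temperature; lowered signal indicates toxicity.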
# PLK1 PBD inh – PLK1 (human) polo-box domain binding inhibition; Plk1 PBD binding of FITC phosphopeptide, fluorescence polarization; Potency, µM, for inactives: max response, negative = inhibition, actives largely listed as inhibitors; P53350; actives 2.8% (n = 360,000); AID 720504; also: potency is read from the fitted curve at half-maximal effect; series mostly up to about 57 µM; % is scaled to controls: 0 for no effect and ±100 for the full control effect; nearly all actives have a fitted effect of over 65% in size
# WRN inhibitor – WRN helicase (human) inhibition; Q14191; WRN helicase unwinding, fluorescent forked duplex, kinetic; Potency, µM (series often up to 114 µM), inactives show top-dose activity change, negative = inhibition, actives largely listed as inhibitors; actives 0.46% (n = 360,000); also: potency is read from the fitted curve at half-maximal effect; % is scaled to controls: 0 for no effect and ±100 for the full control effect; nearly all actives have a fitted effect of over 55% in size
#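 Screening of the MLSMR collection measured strand separation of a quenched forked DNA duplex (100 nM) by 20 nM WRN with 2 mM ATP, all final. Compounds were preincubated with enzyme 15 min at room temperature.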
# An asterisk follows results filed as active; u = inconclusive; x = not tested or not shown; & = joins results of further samples; [ ] = another dose, or the depositor's remark. Unless noted, calls follow the shape of the dose curve; as a rule, active = well fitted curve in the direction sought with a large enough effect; inconclusive = small, poorly fitted or top-dose-only effect, or another doubt; inactive = no such curve, though single readings can be large; an effect the other way counts as inactive or inconclusive. Rows were taken by chance; 7.8% or so of the library scored in one or more.
molecule,GLP1R inv ag,WRN inhibitor,D3 ag,IL-2 act,D3 antag,PI5P4K alpha inh,GLP1R ag,PLK1 PBD inh,HEK293 tox
O=[N+]([O-])/C(C=Nc1ccccc1O)=C\Nc1ccccc1O,u,3%,-6,0.4,-13,-1,-1%,-5%,-26%
O=C(O)CC(C(=O)Nc1ccc(Cl)c(Cl)c1)C1CCCO1 (stereo unspecified),9%,-7%,13,-2.2,10,x,-2%,-2%,10%
O=C(O)c1ccccc1C(=O)N1N=C(c2ccccc2)CC1c1ccccc1O (stereo unspecified),-14%,-4%,-2,0.6,1,-6,-5%,-2%,-29%
O=C(O)/C=C/C(=O)N1N=C(c2ccco2)CC1c1ccco1 (stereo unspecified),-6%,-10%,-10,-2.4,-12,-7,0%,-2%,2%
CCOc1ccc2nc(SCC(=O)NC(=O)NCc3ccco3)sc2c1,u,-4%,-10,0.3,-5,-4,-2%,-7%,u
N#Cc1c(C(F)(F)F)cc(-c2cccc(Cl)c2)[nH]c1=O,u,-19%,-7,-2.6,-9,-2,-9%,21µM*,44%[activator]
COCCNC(=O)Cn1nc(-c2ccc(C)cc2)ccc1=O,12%,-22%,-6,2.2,-18,-2,-2%,-9%,7%
Cc1ccc(OCCNC(=O)c2ccco2)cc1C,-7%,-2%,3,0.2,-10,4,-7%,2%,5%
Cc1sc2ncnc(N3CCC(C(=O)Nc4nc(-c5cccs5)cs4)CC3)c2c1C,-14%,2%,14,1.6,51,-7,16%,0%,-13%
COc1ccc(S(=O)(=O)Nc2ccc3oc(C)c(C(C)=O)c3c2)cc1,0%,-18%,14,3.1,-5,x,14%,-1%,-16%
CC(=C/c1ccco1)/C=N/NC(=O)c1nnn(-c2nonc2N)c1CN(C)C,-5%,-1%,5,0.3,7,-3,-4%,6%,3%
O=c1c2[nH]c3cccc(Cl)c3c2ncn1CCN1CCCCC1,2%,-8%,4,-2.5,u,-2,-11%,2%,0%
CCOC(=O)c1c(C)[nH]c(C(=O)COC(=O)c2ccco2)c1C,10%,-22%,-4,0.7,24,-28,2%,5%,4%
N#Cc1cc([N+](=O)[O-])cnc1NCC(O)CO (stereo unspecified),-5%,1%,4,1.0,7,-3,-9%,3%,-1%
O=C(CN1CCN(c2ccc(Cl)cc2)CC1)Nc1ccc(F)c(F)c1,2.8µM*,-17%,-13&-5,0.3,-11,0,-12%,2%,5%&-2%
COc1ccc2cc(C(=O)N3CCc4ccccc43)[nH]c2c1,-20%,-6%,0,5.1,-1,7,-4%,-3%,-1%
CSc1ncc(CN2CCc3c([nH]c4ccccc34)C2c2cccc(O)c2)cn1 (stereo unspecified),u,-4%,3,1.5,-7,-6,-6%,3%,4%
Cc1ccc(N2C(=O)CC(Sc3nccc(C)n3)C2=O)cc1 (stereo unspecified),14%,9%,13,-2.3,2,-3,-4%,-4%,1%
Cc1nn(C)c(C(=O)NNC(=S)NC2CCCCC2)c1Br,13%,4%,0,-0.2,10,5,-7%,-3%,2%
COC(=O)c1ccc2c(=O)n(CCN3CCOCC3)c(SCC(=O)c3ccccc3)nc2c1,8%,1%,4,-1.2,4,-2,-3%,-17%,7%
COc1cc(S(=O)(=O)N2CCOCC2)ccc1F,4%,-2%,2,0.9,12,3,-12%,1%,1%
CCC(C)(C)NC(=O)C(c1cccc(OC)c1OC)N(CC(C)C)C(=O)CCC(=O)Nc1cc(C)on1 (stereo unspecified),-19%,1%,2,-0.7,-10,u,4%,11µM*,-1%
Cc1ccccc1C(=O)Nc1ccccc1C(=O)N1CCC(C)CC1,-19%,1%,1,u,10,1,3%,58%[activator],7%
Cc1cc(C)n(C(=O)c2ccccc2[N+](=O)[O-])n1,0%,-8%,-4,0.9,1,7,1%,-13%,54%[activator]
CCC(C)c1nc2c(c(N3CCC3=O)c1-c1ccccc1)CCCC2 (stereo unspecified),u,-6%,62*,-3.6,0,4,0%,-4%,3%
COc1ccccc1NC(=O)Cn1c(=O)n(-c2ccccc2)c(=O)c2oc3ccccc3c21,-2%,-3%,10,0.9,4,1,-15%,-1%,-2%
O=C(NC1CC2CCCC(C1)N2C(=O)Nc1ccccc1)C1CC1 (stereo unspecified),u,1%,-5,-0.7,1,2,0%,-1%,3%
CC(C)(C)NC(=O)NCc1ccco1,12%,-10%,-1,-0.3,5,2,2%,-8%,10%
CCOCC(O)CNC(=O)c1ccc2nc(Cc3ccc(OC)c(OC)c3)oc2c1 (stereo unspecified),69%[activator],10%,5,-2.8,3,0,10%,-6%,-10%
O=C(COC(=O)/C=C/c1ccccc1)Nc1cccnc1Cl,44%,-4%,7,1.8,9,3,18%,-2%,-11%
COCCNC(=O)c1cc2cc(Br)cc(OC)c2oc1=O,0%,-8%,14,-0.8,-10,x,-5%,-2%,1%
COc1ccc(C(C)=O)cc1CN1C(=O)C(C)ON=C1c1ccccn1 (stereo unspecified),37%[activator],9%[57.1 µM],-3,1.5,10,-1,-3%,6%,7%
COc1ccc2c(Cl)c(C(=O)N/N=C/c3ccc4c(c3)OCO4)sc2c1,-14%,-2%,3,0.7,6,-3,-7%,6%,-21%
Nc1nncn1C(=O)c1ccc(Cl)cc1Cl,1%,-25%,0,0.3,11,-6,0%,-13%,5%
Cc1ccc(-c2ccc(/C=C(\C#N)C(N)=S)n2C)cc1,6%,-32%,-6,-0.7,-7,-9,27%,-7%,4%
CSCc1c(C(=O)Nc2ccccc2N2CCOCC2)oc2ccccc12,u,-9%,0,-0.7,27,20,9%,-5%,0%
CN(C)c1ccc(-n2cccc2)cc1,-3%,8%,5,-0.5,-2,1,6%,-9%,1%
COc1ccc(C(=O)NC(=S)Nc2cc(C)ccn2)cc1[N+](=O)[O-],13%,-4%,0,3.3,-25,-7,16%,-1%,-16%
Cc1[nH]c2ccccc2c1C(=O)CN1C(=O)NC2(CCCCCC2)C1=O,u,5%,2,-0.2,-9,1,12%,-6%,-7%
Cc1cc(C)c(NC(=O)CN2C(=O)NC3(CCCc4ccccc43)C2=O)c(Cl)c1 (stereo unspecified),u,1%,-1,0.2,-21,-3,10%,4%,-6%

# A second format for 3 compounds above:
Cc1ccc(-c2ccc(/C=C(\C#N)C(N)=S)n2C)cc1
  GLP1R inv ag: 6%; WRN inhibitor: -32%; D3 ag: -6; IL-2 act: -0.7; D3 antag: -7; PI5P4K alpha inh: -9; GLP1R ag: 27%; PLK1 PBD inh: -7%; HEK293 tox: 4%

Cc1cc(C)c(NC(=O)CN2C(=O)NC3(CCCc4ccccc43)C2=O)c(Cl)c1 (stereo unspecified)
  GLP1R inv ag: u; WRN inhibitor: 1%; D3 ag: -1; IL-2 act: 0.2; D3 antag: -21; PI5P4K alpha inh: -3; GLP1R ag: 10%; PLK1 PBD inh: 4%; HEK293 tox: -6%

COc1ccc2c(Cl)c(C(=O)N/N=C/c3ccc4c(c3)OCO4)sc2c1
  GLP1R inv ag: -14%; WRN inhibitor: -2%; D3 ag: 3; IL-2 act: 0.7; D3 antag: 6; PI5P4K alpha inh: -3; GLP1R ag: -7%; PLK1 PBD inh: 6%; HEK293 tox: -21%

# (continued)
molecule,GLP1R inv ag,WRN inhibitor,D3 ag,IL-2 act,D3 antag,PI5P4K alpha inh,GLP1R ag,PLK1 PBD inh,HEK293 tox
COc1ccc(CCN2CC(C(=O)N3CCN(C(C)=O)CC3)CCC2=O)cc1 (stereo unspecified),31%[activator],-12%,0,0.5,-22,-5,2%,-5%,0%
N#C/C(=C/c1cc(Br)cs1)C(=O)NCC1CCCO1 (stereo unspecified),1%,-20%,-10,0.6,u,0,13%,-7%,9%
Cc1[nH]c2ccccc2c1C(=O)C(C)OC(=O)c1ccc(Cl)nc1 (stereo unspecified),u,-9%,-3,0.6,-6,-6,1%,2%,13%
O=C(CN1CCN(c2nc(-c3ccc(F)cc3)cs2)CC1)Nc1ccc2c(c1)OCO2,u,-8%,2,0.6,-19,23,0%,0%,2%
COc1cc(NC(=O)c2ccc(C)cc2)c(OC)cc1NC(=O)CN1CCCCC1,u,-18%,-6,-0.6,-22,4,4%,-9%,-15%
c1ccc(-c2nc(N3CCOCC3)cc(N3CCOCC3)n2)cc1,u,3%,-4,-1.1,10,-5,-2%,12%,-3%
O=C(C1CCCN(S(=O)(=O)c2cccc3nsnc23)C1)N1CCN(c2ccccc2F)CC1 (stereo unspecified),-17%,x,6,x,x,x,1%,x,4%
O=C(NC(=S)NCC1COc2ccccc2O1)c1ccccc1 (stereo unspecified),u,-5%,-3,-0.6,11,9,3%,-3%,-12%
COc1ccc(N2CCN(C(=O)CN(C)S(=O)(=O)c3cccs3)CC2)cc1,48%&7%[activator],0%,2&-2,-0.7,-1,3,12%&1%,-2%,9%&-4%
O=C(CCSc1ccccc1)NCc1cccnc1,12%,9%,-1,-0.8,-9,-7,0%,-14%,-7%
Cc1cccc(-n2nc([N+](=O)[O-])c(=NC3CCN(Cc4ccccc4)CC3)n2O)c1,7%,-3%,-12,0.0,16,6,-2%,2%,-30%
Cc1ccc2nc3c(cc2c1)c(C)nn3-c1ccccc1,2%,5%,2,1.4,24,20,11%,4%,86%[activator]
O=C(C[C@H]1C=C[C@@H](NC(=O)c2ccncc2)[C@@H](CO)O1)NCC1CC1,-2%,0%,8,0.1,10,-1,x,-2%,1%
S=C1NCCNC(=S)NCCOCCOCCN1,14%,-23%,-1,0.7,8,-26,6%,27µM*,-1%
COc1ccc(-c2nnc(SCC(=O)NC(C)c3ccccc3)o2)cc1 (stereo unspecified),-33%,-1%,-6,-0.2,-30,-4,6%,-12%,-13%
N#C[C@]1(S(=O)(=O)c2ccccc2)C[C@@H]2ON=C(c3cccc(Br)c3)[C@@H]2C1,u,2%,0,-5.3,0,-5,5%,u,-6%
CCCOC(=O)C1C2C=C[C@]3(CN(CCc4ccccc4)C(=O)[C@H]13)O2 (stereo partly specified),5%,-1%,5,0.5,-29,-6,0%,3%,6%
CCNC(=O)C1CCCN(C(=O)c2ccco2)CC1 (stereo unspecified),2%,0%,3,0.6,32,1,-5%,-3%,3%
